# Source: PubChem (The Scripps Research Institute Molecular Screening Center)
# TEAD-YAP block: TEAD-YAP interaction inhibition | inhibition, % at 9.12 µM | HEK-TIYL cells, TEAD-Gal4/YAP UAS-luciferase luminescence | 1.4% of 640,000 active | AID 1259422; in the data active = inhibition above about 32%;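 note: 0% = median of test compound wells and 100% = reference inhibitor wells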
# FBW7 activator: human FBW7 E3 ligase activation, primary screen. normalized activity (activation), % at 26.1 µM. AlphaScreen FBW7–phospho-cyclin E peptide binding, activator screen. AID 1259310. 0.13% of 650,000 active. Q969H0; in the data active = normalized activity above about 1.9%;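 note: purified mutant Fbw7 with reduced substrate affinity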
# Target sequence (Q969H0 whole entry, looked up): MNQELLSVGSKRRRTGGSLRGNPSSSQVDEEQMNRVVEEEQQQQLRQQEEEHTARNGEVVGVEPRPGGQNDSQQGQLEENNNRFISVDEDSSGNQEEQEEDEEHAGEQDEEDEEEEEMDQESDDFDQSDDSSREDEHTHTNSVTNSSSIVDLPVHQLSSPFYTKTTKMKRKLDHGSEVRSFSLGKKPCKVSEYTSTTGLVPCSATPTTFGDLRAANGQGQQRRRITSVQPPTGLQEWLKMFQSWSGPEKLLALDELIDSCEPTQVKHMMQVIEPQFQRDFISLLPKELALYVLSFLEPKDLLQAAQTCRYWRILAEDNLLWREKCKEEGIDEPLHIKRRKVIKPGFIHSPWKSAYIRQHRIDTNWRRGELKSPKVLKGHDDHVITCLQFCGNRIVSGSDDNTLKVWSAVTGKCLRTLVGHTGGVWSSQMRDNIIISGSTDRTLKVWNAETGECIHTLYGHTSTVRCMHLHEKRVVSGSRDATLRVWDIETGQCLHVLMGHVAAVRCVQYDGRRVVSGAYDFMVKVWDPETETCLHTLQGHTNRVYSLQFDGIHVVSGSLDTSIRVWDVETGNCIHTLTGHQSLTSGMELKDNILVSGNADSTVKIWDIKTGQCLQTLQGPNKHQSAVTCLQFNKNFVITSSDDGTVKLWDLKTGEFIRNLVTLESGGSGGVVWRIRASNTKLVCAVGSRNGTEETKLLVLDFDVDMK
# MITF inh: inhibitors of human MITF. O75030. AlphaScreen MITF homodimerization, bead proximity signal. inhibition, % at 2.6 µM. 0.91% of 650,000 active. AID 1259374; in the data active = inhibition above about 50%;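 note: 0% = vehicle wells with protein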
# GPR151 activ: human GPR151 activation. Q8TDV0. activation, % at 11.2 µM. PathHunter beta-arrestin GPR151 cells, luminescence. 1% of 650,000 active. AID 1508602; in the data active = activation above about 4.9%;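 note: 0% = median of compound wells and 100% = cells with positive control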
# Target sequence (Q8TDV0 whole entry, looked up): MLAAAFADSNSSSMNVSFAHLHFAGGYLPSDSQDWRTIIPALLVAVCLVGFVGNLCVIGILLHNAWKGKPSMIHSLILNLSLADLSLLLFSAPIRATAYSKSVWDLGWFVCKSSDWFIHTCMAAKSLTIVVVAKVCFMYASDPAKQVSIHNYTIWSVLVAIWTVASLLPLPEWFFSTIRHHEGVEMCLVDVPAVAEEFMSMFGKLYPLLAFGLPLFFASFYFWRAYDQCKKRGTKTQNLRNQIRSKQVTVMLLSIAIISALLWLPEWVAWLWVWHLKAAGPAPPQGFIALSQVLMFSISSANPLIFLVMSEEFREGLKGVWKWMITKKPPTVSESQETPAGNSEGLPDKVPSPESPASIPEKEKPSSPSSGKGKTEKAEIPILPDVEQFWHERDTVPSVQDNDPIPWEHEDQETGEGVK
# The depositor's hits bear a star; · = no result given.
No.	mol	MITF inh	GPR151 activ
1	CC1=C(C(=O)Nc2ccccc2Cl)C(c2ccc(Cl)cc2Cl)NC(=O)N1 (centres undefined)	0	-0.5
2	O=C(CS(=O)(=O)c1ccccc1)Nc1cccc(-c2nc3ccccc3[nH]2)c1	5	0.4
3	Cc1c(Cl)cccc1Nc1c2c(nc3ccccc13)CCC2	-5	-0.7
4	Cc1ccc(Nc2nnc(SCC(=O)N3CC(=O)Nc4ccccc43)s2)cc1C	8	2.3
5	Cc1ccc(OCC2OC(n3c(=O)n(C)c(=O)c4nncnc43)CC2Oc2ccc(C)cc2)cc1 (centres undefined)	-11	-3.1
6	CCCS(=O)(=O)Nc1cccc(-c2cn3c(C)csc3n2)c1	-5	1.0
7	CC1(C(=O)NC2CCCCCC2)Cc2ccccc2C(=O)N1Cc1cccnc1 (centres undefined)	-7	-0.1
8	COc1ccccc1N1CCN(C(=O)c2nc(SC)ncc2Cl)CC1	-18	3.6

No.	TEAD-YAP block	FBW7 activator
1	7	-0.1
2	-7	-0.1
3	-7	0.2
4	-3	0.0
5	-22	0.5
6	-6	-0.2
7	2	0.0
8	49*	-0.1

# Next results follow.
No.	mol	MITF inh	GPR151 activ
9	CCOc1ccc2nc(SC(CC)C(=O)Nc3nnc(C)s3)sc2c1 (centres undefined)	-11	1.2
10	COc1cccc(NC(=O)c2ccc(N3CCCCC3)c([N+](=O)[O-])c2)c1	2	1.5
11	O=[N+]([O-])c1ccc(N2CCCCC2)cc1Sc1cccc2cccnc12	19	-1.5
12	Cc1ccc(-n2c(=O)c3ccccc3c3ccccc3c2=O)cc1	14	-0.6
13	CCc1nn(CC(=O)N2CCC3(CC2)OCCO3)c(=O)c2cc3occc3n12	1	0.1
14	CN(c1ncnc2sccc12)C1CCCc2ccccc21 (centres undefined)	-1	0.3
15	CCCOc1ccc(C2NC(=O)NC(C)=C2C(=O)OCCOC)cc1 (centres undefined)	9	3.4
16	CCOC(=O)N1CCN(Cc2nc3c(c(=O)[nH]c(=O)n3C)n2Cc2ccccc2F)CC1	6	0.0

No.	TEAD-YAP block	FBW7 activator
9	4	0.0
10	-46	-0.2
11	-2	-0.4
12	2	-0.1
13	4	0.0
14	-19	0.0
15	11	0.2
16	-9	0.1

# Next records.
No.	mol	MITF inh	GPR151 activ
17	COc1cc(NC(=O)c2cccc(-c3ccc(C(N)=O)cc3)n2)cc(OC)c1OC	-9	-1.2
18	O=C(Nc1ccc(F)cc1F)c1cc(=O)n(-c2ccccc2)c(=O)[nH]1	-9	2.3
19	COc1ccc(NC(=O)c2cc3c(CO)cnc(C)c3oc2=O)cc1	15	1.2
20	CNS(=O)(=O)c1ccc(NC(=O)Nc2cc(OC)ccc2OC)cc1	18	-1.6
21	COCCNC(=O)c1cnn2c1NC(c1ccco1)CC2C(F)(F)F (centres undefined)	1	-0.5
22	N=c1n(CCN2CCCCC2)c2ccccc2n1CC(O)c1cccs1 (centres undefined)	3	-0.2
23	CC(C)CC(=O)Nc1nnc(COc2ccccc2)s1	9	0.9
24	CSc1nc2ccc3nc(NC(=O)c4ccc(S(=O)(=O)N5CCCc6ccccc65)cc4)sc3c2s1	1	-0.4

No.	TEAD-YAP block	FBW7 activator
17	35*	-0.2
18	-1	-0.1
19	-1	0.6
20	3	0.4
21	-7	0.0
22	0	0.0
23	1	0.7
24	-2	-0.1

# (further entries)
No.	mol	MITF inh	GPR151 activ
25	CC(C)=CCN1CCN(Cc2cc(C)c(O)c(C)c2)CC1CCO (centres undefined)	-7	0.0
26	Cc1ccc(CN2CCN3C(=O)[C@H](CO)NC(=O)[C@H]3C2)cc1C	15	-0.2
27	CC1=Nc2cc(C(=O)N3CCN(C)CC3)ccc2Sc2ccccc21	-9	0.9
28	C=C(C)C(=O)Nc1ccc(-c2nc3ccccc3[nH]2)cc1	3	-2.3
29	O=C(CSc1nc2ccsc2c(=O)n1-c1ccc(Br)cc1)NC1CCCCC1	9	-0.6
30	COc1ccc(C)cc1Nc1nnc(SCC(C)=O)s1	-13	-1.7
31	O=C1OC(c2ccc(Cl)cc2)=N/C1=C\c1cccc([N+](=O)[O-])c1	12	0.0
32	CC(C)n1c(N2CCC(N3CCOCC3)CC2)nc2c(NCc3cccc(C(F)(F)F)c3)ncnc21	2	0.4

No.	TEAD-YAP block	FBW7 activator
25	-2	-0.1
26	5	0.1
27	-6	-0.1
28	25	0.0
29	13	0.7
30	4	0.1
31	9	0.5
32	-5	-0.1

# (list continues)
No.	mol	MITF inh	GPR151 activ
33	CCOc1ccc(N2C(=O)CC(NCC#N)C2=O)cc1 (centres undefined)	3	-0.8
34	Cc1cccc(NC(=S)N2CCC(NC(=O)C3CC3)CC2)c1C	-3	0.3
35	COc1cc(/C=C\C(=O)Nc2c3c(nn2-c2ccc([N+](=O)[O-])cc2)CSC3)cc(OC)c1OC	-13	0.5
36	COCCN1Cc2cccc(C(=O)Nc3cc(Cl)ccc3OC)c2C1=O	-13	0.1
37	COc1ccccc1-n1c(=O)[nH]c2c(C(N)=O)nc(-c3ccccc3Cl)nc21	4	-0.6
38	O=C(CCN1C(=O)C2C3C=CC(C3)C2C1=O)NC1CCN(Cc2ccccc2)CC1 (centres undefined)	-3	0.2
39	CCCCC1CN(CCNC(=O)C2CCOC2)Cc2ccccc2O1 (centres undefined)	18	-0.4
40	O=C(COc1ccc(Cl)cc1Cl)NC(Cc1ccccc1)C(=O)O (centres undefined)	1	1.6

No.	TEAD-YAP block	FBW7 activator
33	4	-0.1
34	-5	-0.1
35	-10	-0.2
36	-9	-0.1
37	-8	0.1
38	-9	0.0
39	-14	0.2
40	2	0.0

# (listing goes on)
No.	mol	MITF inh	GPR151 activ
41	CNC(=O)C(=O)NCC1CCCN1S(=O)(=O)c1cccs1 (centres undefined)	6	-0.4
42	COc1ccc(-c2cn(-c3ccccc3)nc2C(=O)O)cc1OC	-8	-0.3
43	Cc1ccc2cccc(NC(=O)c3cc4ccccc4o3)c2n1	-1	0.4
44	O=C(CSc1nc2ccccc2s1)Nc1ccc(O)c(C(=O)O)c1	-12	1.7
45	O=C(Nc1nc2c(F)cccc2s1)c1ccco1	3	-6.1
46	CN(CCO)CCn1c(=O)c2c(ncn2C)n(C)c1=O	-6	-0.7
47	CC(C)CNC(=O)C1CCN(S(C)(=O)=O)CC1	-3	-0.4
48	COc1ccccc1NC(=O)c1ccc2c(c1)N(Cc1ccccc1)C(=O)C(C)(C)O2	1	0.7

No.	TEAD-YAP block	FBW7 activator
41	5	0.0
42	2	0.0
43	12	-0.2
44	-3	0.0
45	-20	0.1
46	-4	0.1
47	1	0.2
48	-12	-0.1

# (more compounds)
No.	mol	MITF inh	GPR151 activ
49	COc1ccc(CC(=O)Nc2c3c(nn2-c2cccc(Cl)c2)CSC3)cc1OC	4	1.0
50	COc1ccc(Nc2ncc(-c3ccccc3OC)n3ccnc23)cc1	14	0.4
51	Cc1ccc(NC(=S)N(Cc2cccc(Br)c2)CC2CCC(C(=O)O)CC2)cc1Cl (centres undefined)	-4	-0.1
52	O=C1/C(=C\c2cccc([N+](=O)[O-])c2)C(N2CCOCC2)=NN1c1ccc([N+](=O)[O-])cc1	8	1.1
53	O=C(Nc1nc(-c2cc3ccccc3oc2=O)cs1)c1ccco1	9	0.2
54	N#Cc1ccc(-c2csc(NC(=O)c3cccc([N+](=O)[O-])c3)n2)cc1	-4	-0.5
55	CCc1ccc(-c2ccc(SCC(N)=O)nn2)cc1	-10	-2.1
56	CN1CCSc2ccc(C(=O)O)cc21	-7	-1.8

No.	TEAD-YAP block	FBW7 activator
49	-4	0.0
50	-1	0.0
51	3	-0.1
52	3	-0.5
53	-4	0.6
54	2	0.0
55	-44	-0.2
56	-4	0.1

# Part of the list above, in transposed form.
50. COc1ccc(Nc2ncc(-c3ccccc3OC)n3ccnc23)cc1
51. Cc1ccc(NC(=S)N(Cc2cccc(Br)c2)CC2CCC(C(=O)O)CC2)cc1Cl (centres undefined)

Compound | 50 | 51
MITF inh | 14 | -4
GPR151 activ | 0.4 | -0.1
TEAD-YAP block | -1 | 3
FBW7 activator | 0.0 | -0.1

# The listing continues.
No.	mol	MITF inh	GPR151 activ
57	Cc1cc(C)n(-c2cc(NCCNS(=O)(=O)c3cc(C)c(C)cc3C)nc(C)n2)n1	-4	-1.0
58	COC(=O)[C@H]1CN(C(=O)CCn2cnnn2)C[C@@H]1c1ccc(F)cc1	3	1.1
59	CC(C)Oc1ccc(C(=O)NCCNc2ccc([N+](=O)[O-])cc2)cc1	3	1.1
60	CCOC(=O)c1nnn(-c2nc(OC)nc(N3CCOCC3)n2)c1C	2	2.3
61	CC1=C(C(=O)Nc2ccccn2)C(c2cccs2)C2=C(CCCC2=O)N1 (centres undefined)	1	0.7
62	COc1ccc(-c2cc(C(=O)NN)n(CCC#N)n2)cc1	13	-0.1
63	C[C@@H]1CCC[C@H](C)N1NC(=O)c1ccc(Cl)c(S(N)(=O)=O)c1	-4	0.8
64	COc1ccc2nc(-n3nc(C)cc3NC(=O)c3ccccc3F)sc2c1	-1	-0.1

No.	TEAD-YAP block	FBW7 activator
57	-7	0.2
58	2	-0.1
59	8	0.0
60	1	0.0
61	3	0.0
62	-14	0.0
63	·	-0.1
64	0	0.0

# More records.
No.	mol	MITF inh	GPR151 activ
65	COc1ccc(CCn2c(SCc3cc(F)cc4c3OCOC4)nc3ccccc3c2=O)cc1OC	1	2.3
66	Cc1cc(NCCN(C(C)C)C(C)C)nc(-c2ccc(C(N)=O)cc2)n1	-1	0.0
67	CCOC(=O)C1=C(C)NC2=C(C(=O)C(C(=O)OCC)C(c3cccc(OC)c3)C2)C1c1ccc(Cl)cc1 (centres undefined)	1	-0.2
68	CN1CCC(OC(=O)c2cc3cc(Cl)cc(Cl)c3oc2=O)CC1	-8	-1.2
69	CC1CCCCC1NS(=O)(=O)c1ccc(F)c(C(=O)Nc2ccc(Cl)cc2Cl)c1 (centres undefined)	-1	-3.0
70	CCCN(C)C(=O)c1cnc2sc(C)cn2c1=O	6	0.7
71	Cc1cccc(NC(=O)/C(C#N)=C/c2ccco2)c1	-5	1.3
72	CCOC(=O)CNC(=O)N1CCc2nc(-c3ccccn3)nc(N3CCCCC3)c2C1	17	3.0

No.	TEAD-YAP block	FBW7 activator
65	1	-0.1
66	1	-0.1
67	5	0.1
68	2	0.1
69	5	0.1
70	5	0.2
71	-57	-0.1
72	-1	-0.4

# 5 of the compounds above, screen by screen.
68: CN1CCC(OC(=O)c2cc3cc(Cl)cc(Cl)c3oc2=O)CC1
69: CC1CCCCC1NS(=O)(=O)c1ccc(F)c(C(=O)Nc2ccc(Cl)cc2Cl)c1 (centres undefined)
70: CCCN(C)C(=O)c1cnc2sc(C)cn2c1=O
71: Cc1cccc(NC(=O)/C(C#N)=C/c2ccco2)c1
72: CCOC(=O)CNC(=O)N1CCc2nc(-c3ccccn3)nc(N3CCCCC3)c2C1

Screen / compound no.,68,69,70,71,72
MITF inh,-8,-1,6,-5,17
GPR151 activ,-1.2,-3.0,0.7,1.3,3.0
TEAD-YAP block,2,5,5,-57,-1
FBW7 activator,0.1,0.1,0.2,-0.1,-0.4

# Further entries
No.	mol	MITF inh	GPR151 activ
73	COc1cccc2c1OCCCN(C(=O)C1CC(Cc3ccc(F)cc3)=NO1)C2 (centres undefined)	0	1.3
74	CNC(=O)c1cn(CCc2ccccc2)cc(C(=O)NCc2cccs2)c1=O	-4	-0.8
75	CC1CC(C)CN(c2nnc(NC(=O)Nc3ccc(F)cc3)s2)C1 (centres undefined)	2	-0.6
76	COC(=O)COc1ccc2c(=O)c(Oc3cc(C)cc(C)c3)coc2c1	5	-1.1
77	O=C(CCCc1c[nH]c2ccccc12)NCCSc1ccccc1	-13	0.7
78	Cn1cc(-c2cc(Nc3ccc(-n4cnc(C(F)(F)F)n4)cc3)ncc2Cl)cn1	8	0.0
79	COc1cccc2sc(NC(=O)c3cccc(SC)c3)nc12	-8	-1.6
80	COc1ccc(OC)c(/C=C(\C#N)c2nn(CCO)c(N)c2C#N)c1	7	-0.7

No.	TEAD-YAP block	FBW7 activator
73	-72	0.0
74	6	0.1
75	-7	0.1
76	9	0.6
77	-8	0.2
78	-10	0.2
79	-18	0.0
80	-10	-0.1

# Additional structures:
No.	mol	MITF inh	GPR151 activ
81	N#C/C(=C/c1ccc(N2CCOCC2)o1)c1cccc(Cl)c1	19	-0.5
82	CSCC(=O)NCC1Cc2cccc(-c3ncccn3)c2O1 (centres undefined)	-21	0.1
83	O=C(N/N=C\c1ccccc1F)c1ccco1	0	-3.2
84	CC(C)OC(=O)C1=C(N)OC2=C(C(=O)CC(C)(C)C2)C1c1ccc(F)c(F)c1 (centres undefined)	2	1.9
85	Cn1c(=O)c(=O)n(C)c2cc(S(=O)(=O)NC3CCCc4ccccc43)ccc21 (centres undefined)	6	0.3
86	CN(Cc1ccccc1)C(=O)CCCn1c(=O)[nH]c2ccsc2c1=O	-12	0.1
87	O=c1c(O[C@@H]2O[C@H](CO)[C@H](O)[C@H](O)[C@H]2O)c(-c2ccc(O)c(O)c2)oc2cc(O)cc(O)c12	-9	-0.3
88	O=C(O)c1ccc(S(=O)(=O)N2CCOCC2)cc1	-12	1.5

No.	TEAD-YAP block	FBW7 activator
81	-3	0.4
82	-4	0.1
83	-71	0.0
84	5	-0.1
85	6	-0.1
86	-6	-0.1
87	-7	-0.2
88	1	0.0

# New compounds follow:
No.	mol	MITF inh	GPR151 activ
89	C=CCn1c(NCCCN2CCOCC2)cc(=O)n(C)c1=O	3	1.3
90	CCOC(=O)c1c(NC(=O)COC(=O)c2cc[n+]([O-])cc2)sc2c1CCC(C)C2 (centres undefined)	-3	0.5
91	CCCC(=O)n1nc(-c2cccnc2)nc1NCc1ccco1	5	1.1
92	O=C(CCCOc1ccc(Cl)cc1Cl)Nc1nccs1	4	1.9

No.	TEAD-YAP block	FBW7 activator
89	-5	-0.1
90	0	-0.3
91	-5	-0.1
92	-23	0.0

# Hits appear at their usual frequency. About 3.5% of those tested had a hit in this group.
